# DRD3 antagonist – qHTS of D3 Dopamine Receptor Antagonist: qHTS | 360,000 tested, 2.5% active | D3R cells, DiscoveRx beta-arrestin luminescence, antagonist mode; stronger effect = lower value | D(3) dopamine receptor (Homo sapiens), P35462 | max response, negative = inhibition, %; in the data active means max response below about -50%; inconclusive means no clear call, values can overlap the other calls; further: on the % scale 0 is the no-effect control and ±100 the full control effect; mostly tested at two doses, the higher about 12 µM
# Target sequence (P35462 whole entry, looked up): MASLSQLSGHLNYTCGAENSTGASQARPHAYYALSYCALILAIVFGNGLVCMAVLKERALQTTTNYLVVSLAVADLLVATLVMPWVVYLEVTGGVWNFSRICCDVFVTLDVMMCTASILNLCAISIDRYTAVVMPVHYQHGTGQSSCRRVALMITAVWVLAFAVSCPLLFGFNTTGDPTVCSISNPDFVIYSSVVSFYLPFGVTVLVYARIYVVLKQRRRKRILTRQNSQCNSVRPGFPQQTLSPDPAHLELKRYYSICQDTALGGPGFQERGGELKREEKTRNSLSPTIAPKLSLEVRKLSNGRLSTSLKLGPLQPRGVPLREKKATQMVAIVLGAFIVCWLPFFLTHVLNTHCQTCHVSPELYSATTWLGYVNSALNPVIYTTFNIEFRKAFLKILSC
#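 Cells plated overnight at 1500 cells/well, then exposed to library compounds with dopamine controls for 90 minutes at 37 degrees C. DiscoveRx reagent added for 30–60 minutes at room temperature; luminescence read, quantitative HTS format.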
# GLP1R inv ag – qHTS of GLP-1 Receptor Inverse Agonists (Inhibition Mode). Glucagon-like peptide 1 receptor (Homo sapiens), P43220. HEK293 GLP-1R CRE-luciferase, luminescence, 24 h; GLP-1R form is constitutively active. Potency, µM (titrated, usually from 38.3 µM), without a hit: at the highest dose activity change, negative = inhibition, most hits filed as inhibitors. 410,000 tested, 1.6% active; further: potency means the concentration at half of the fitted maximal effect; on the % scale 0 is the no-effect control and ±100 the full control effect; nearly all actives have a fitted effect of over 55% in size
# Target sequence (P43220 whole entry, looked up): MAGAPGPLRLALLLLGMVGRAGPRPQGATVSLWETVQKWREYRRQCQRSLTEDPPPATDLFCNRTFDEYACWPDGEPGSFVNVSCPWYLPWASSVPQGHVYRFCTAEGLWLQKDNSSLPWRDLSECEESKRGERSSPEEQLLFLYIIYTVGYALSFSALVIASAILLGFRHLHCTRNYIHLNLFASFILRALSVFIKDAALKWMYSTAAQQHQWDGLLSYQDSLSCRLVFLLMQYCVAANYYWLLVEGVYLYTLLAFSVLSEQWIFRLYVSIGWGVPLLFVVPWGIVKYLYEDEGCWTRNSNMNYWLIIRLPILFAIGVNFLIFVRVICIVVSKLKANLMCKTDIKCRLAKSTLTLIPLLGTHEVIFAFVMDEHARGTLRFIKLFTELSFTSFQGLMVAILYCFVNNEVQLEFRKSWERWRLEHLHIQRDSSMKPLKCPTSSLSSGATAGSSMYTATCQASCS
#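 Seeding at 200 cells/uL, 12 h culture, 24 hr compound treatment, then luciferase reagent and a luminescence read; cells are HEK293 stably expressing a constitutively active GLP-1R plus cAMP-responsive luciferase.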
# DRD3 agonist – qHTS of D3 Dopamine Receptor Agonist: qHTS | D(3) dopamine receptor (Homo sapiens), P35462 | D3R DiscoveRx beta-arrestin cells, luminescence, 90 min | max activation, % | 410,000 tested, 0.58% active | AID 652048, 2013; in the data active means max activation above about 30%; further: 0% is about no effect; mostly tested at two doses, the higher about 12 µM
#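 Agonist-mode cell screen: cells plated at 1500/well and incubated overnight at 37 °C, then exposed to library compounds for 90 min at 37 °C. Detection reagent was added for 30–60 min at room temperature, and luminescence was read.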
# KB-V1 MDR tox – qHTS assay for MDR1-selective chemotherapeutics: Primary screen using the drug-selected MDR subline cells KB-V1 | KB-V1 MDR cells viability, CellTiter-Glo, 72 h | Potency, µM (series often up to 46.1 µM), without a hit: at the highest dose activity change, negative = cytotoxicity, usual class: cytotoxic | 400,000 tested, 3.4% active; further: potency means the concentration at half of the fitted maximal effect; on the % scale 0 is the no-effect control and ±100 the full control effect; nearly all actives have a fitted effect of over 60% in size
#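 Potencies derive from concentration-effect curves fitted to normalized luminescence (CellTiter-Glo) of KB-V1 cells treated for 72 h at 37 degrees C in phenol-red-free DMEM containing 10% FBS.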
# HEK293 tox – qHTS of GLP-1 Receptor Inverse Agonists: Cytotox Screen; AID 624418, 2012; 410,000 tested, 0.13% active; Potency, µM (series often up to 38.3 µM), for inactives: at the highest dose activity change, negative = inhibition, actives largely listed as inhibitors; HEK293 cAMP-luciferase reporter cells, luminescence, 24 h;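 further: loss of luciferase light is scored as toxicity; potency means the concentration at half of the fitted maximal effect; on the % scale 0 is the no-effect control and ±100 the full control effect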
#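 Here, cytotoxicity is scored as loss of luminescence. The MLSMR collection was tested on cells seeded in medium containing 10% Nu serum, with a 24 hr compound exposure preceded by 12 hours of culture.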
# aSyn rescue – qHTS of alpha-syn Inhibitors | Yeast expressing alpha-synuclein, growth rescue, BacTiter-Glo, 24 h | Potency, µM (titrated, usually from 46.1 µM), for the others: at the top dose growth rescue (activation), actives largely listed as activators | 370,000 tested, 0.14% active | AID 652106, 2013; further: potency means the concentration at half of the fitted maximal effect; % of control where 0% means no effect; nearly all actives have a fitted effect of over 65% in size
#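 Galactose-induced alpha-syn yeast (OD600=0.02, raffinose-pregrown) + pinned cpd, 24 hr, 30 deg C; growth by BacTiter-Glo luminescence. Growth restoration scores as activation.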
# PTHR1 agonist – qHTS for PTHR1 Agonists: Primary Screen; HEK293 GP2 PTHR1 cells, GloSensor cAMP luminescence, 1 h; Parathyroid hormone/parathyroid hormone-related peptide receptor (Homo sapiens), Q03431; AID 743266, 2014; 410,000 tested, 0.075% active; Potency, µM (titrated, usually from 115 µM), for inactives: at the highest dose activation, usual class: activators; further: potency means the concentration at half of the fitted maximal effect; nearly all actives have a fitted effect of over 55% in size; some results filed as inactive show a strong effect at the top dose; inactives centre near -15; many of its hits are not listed in these tables
#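 HEK-293-derived GP2 cells expressing PTHR1 and a GloSensor cAMP reporter, 3,000/well, plated overnight, given luciferin plus IBMX (each 0.5 mM as added) for 1 h at 37 °C, then compound for 1 h at 37 °C. Luminescence was read after 15 min at room temperature.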
# GLP-1R agonist – qHTS of GLP-1 Receptor Agonists | Glucagon-like peptide 1 receptor (Homo sapiens), P43220 | HEK293 GLP-1R CRE-luciferase, luminescence, 4-6 h; cells express a hypersensitive GLP-1R form | Potency, µM (series often up to 45.6 µM), inactives show top-dose activation, most hits filed as activators | 380,000 tested, 0.007% active | AID 624172, 2012; further: potency means the concentration at half of the fitted maximal effect; % of control where 0% means no effect
# TDP43 rescue – qHTS of TDP-43 Inhibitors; TDP-43 expressing yeast growth rescue, BacTiter-Glo, 24 h; Potency, µM (titrated, usually from 46.1 µM), inactives show top-dose growth rescue (activation), actives largely listed as activators; 410,000 tested, 1.8% active; further: potency means the concentration at half of the fitted maximal effect; % of control where 0% means no effect; nearly all actives have a fitted effect of over 50% in size
#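 Galactose-induced TDP-43 yeast, OD600=0.02, compound pinned; 24 hr, 30 deg C; BacTiter-Glo luminescence for growth. Inhibitors of TDP-43 toxicity read as activators.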
# Starred values were filed as active, the others as inactive; i = inactive; ? = inconclusive; . = not tested or not shown; & = joins results of further samples; [ ] = another dose, or the depositor's remark. Unless noted, the call rests on the fitted dose curve; in most records, active means well fitted curve in the direction sought with a large enough effect; inconclusive means small, poorly fitted or top-dose-only effect, or another doubt; inactive means no such curve, though single readings can be large; an effect the other way counts as inactive or inconclusive.
SMILES,DRD3 antagonist,GLP1R inv ag,DRD3 agonist,KB-V1 MDR tox,HEK293 tox,aSyn rescue,PTHR1 agonist,GLP-1R agonist,TDP43 rescue
OCC1(Cc2cccc(F)c2)CCN(Cc2ccc3cccc(F)c3n2)CC1,-75*,?,-7,10%,-1%,1%,-1%,13%,-6%[0.397 µM]
Cc1cc(C)c(OCCCNC2CCCC2)c(Br)c1,-53*,?,-18,?,-23%,3%,-16%,-1%,6%
COc1ccc(Cl)cc1NS(=O)(=O)c1c(C)[nH]c(=O)[nH]c1=O,-8,6%&9%,5&8,?,-14%&-6%,-1%,-15%,1%,5%&0%
CCn1c(SCC(=O)NC2CCCCC2)nnc1-c1ccccc1F,-13,3%,-10,-29%,9%,0%,i,9%,-10%
CN1CCN(S(=O)(=O)c2ccc(-c3noc(C4CCN(S(C)(=O)=O)CC4)n3)cc2)CC1,9,3%,-7,3%,0%,-3%,i,-8%,-16%
Cn1ccc2c(N3c4ccccc4CCc4ccccc43)cc3c(c21)C1CCC3O1 (stereo not given),-10,13%,6,?,-2%,6%,-51%,-3%,?
CCC1(CC)C(=O)NC(=O)NC1=NCCc1c[nH]c2ccccc12,13,-10%,26,23%,6%,0%,-10%[57.5 µM],-9%,-9%
COc1ccc(C2CC(c3cccs3)=NN2c2nc(-c3ccccc3)cs2)cc1OC (stereo not given),-6,4%,3,0%,-14%,-4%,i,7%,-11%
O=C(N/N=C/c1coc2ccc(Cl)cc2c1=O)c1ccc(O)cc1,-17,?,-8,?,-12%,-1%,-26%,-4%,?
C#CCOc1ccc(/C=C2\SC(=S)N(Cc3cccnc3)C2=O)cc1,5,?,-2,?,?,-7%,i,0%,10%
COc1ccc(Oc2nc3c(c(=O)n(C)c(=O)n3C)n2Cc2ccccc2Cl)cc1,.,-3%,-4,-20%,3%,.,-15%,.,12%
O=c1c2ccccc2sn1-c1cccc(Cl)c1,?,?,-6,?,?,-84%[inhibitor],-51%[inhibitor],-3%,-93%[inhibitor]
Cc1ccc(N=Cc2sc(O)c3ccccc23)cc1,2,0%,2,-8%,19%,5%,-19%,-8%,4%
CCN(CC)S(=O)(=O)c1ccc(Cl)c(NC(=O)COC(=O)c2cc(-c3ccccc3Cl)nc3ccccc23)c1,-3,-26%,3,-2%,9%,15%,i,-1%,-1%
CCOC(=O)Cn1nc(C)c(NC(=O)c2ccc(Cl)c([N+](=O)[O-])c2)c1C,-8,?,-4,0%,-12%,-9%,?,1%,-23%
CCCn1c(CN2CCN(c3cccc(Cl)c3)CC2)nc2c1c(=O)n(C)c(=O)n2C,-18,4%,-2,-26%,-2%,-3%,-90%[inhibitor],0%,10%
Cc1ccc(C)c(OCCC(=O)N2CCN(S(=O)(=O)c3ccc([N+](=O)[O-])cc3)CC2)c1,-7,5%,2,9%,3%,-7%,-15%,-5%,1%
COc1ccc(CN(C)C(=O)c2cccc(S(=O)(=O)N3CCCc4ccccc43)c2)c(OC)c1OC,7,?,0,?,-6%,?,-85%[inhibitor],15%,17%
Cc1nnc(SCc2nc(-c3ccc(Cl)cc3)no2)n1-c1ccc(F)cc1,.,?,9,0%,1%,.,-22%,.,16%
Cc1ccc(C(=O)NNC(=O)c2cccc(S(=O)(=O)N3CCOCC3)c2)cc1,2,4%,16,3%,4%,4%,-4%,5%,22%
Cc1ccc(NC(=O)N2CCC(C(=O)NCc3ccccc3)CC2)cc1,-9,-2%,-23,?,12%,-5%,-12%[57.5 µM],-1%,-15%
O=C(c1cccs1)N1CCc2ccccc2C1,-3,-12%,-1,6%,5%,12%,i,7%,-16%
O=C(CCC(=O)Nc1ccccc1)N/N=C/c1ccco1,-23,-9%,-10,0%,9%,1%,i,3%,-25%
CC(OC(=O)c1cccc(-n2cnnn2)c1)C(=O)NCc1ccccc1 (stereo not given),2,21%,4,23%,8%,3%,i,13%,-2%
CC1CCN(C(=O)CCC(=O)N2CC(C)Oc3ccccc32)CC1 (stereo not given),2,-30%,0,21%,-6%,10%,-18%,8%,3%
# (cont.)
SMILES,DRD3 antagonist,GLP1R inv ag,DRD3 agonist,KB-V1 MDR tox,HEK293 tox,aSyn rescue,PTHR1 agonist,GLP-1R agonist,TDP43 rescue
COc1ccccc1CN1C(=O)CCC1(C)C(=O)NC1CCCCCC1 (stereo not given),29,9%,-1,?,-20%,3%,-5%[57.5 µM],0%,-19%
COc1ccc(-c2coc3cc(O)c(OC)cc3c2=O)cc1,0,2%,-6,-3%,-6%,-6%,-26%,2%,-23%
CCC1CCCCN1C(=O)CSc1nnc(-c2ccc(OC)c(OC)c2)o1 (stereo not given),.,3%,6,-4%,2%,.,-27%,.,28%
COC(=O)C[C@H]1c2ccccc2S(=O)(=O)N1c1cccc(OC)c1,13,6%,0,6%&-33%,11%,1%,-9%,2%,0%
COc1ccc(-c2nnc3ccc(SCC(=O)N4CCOCC4)nn23)cc1,-10,11%,0,12%,2%,1%,28%,-5%,0%
CCCc1nnc(NC(=O)CCC(=O)N2CCN(Cc3cc(F)ccc3OC)CC2)s1,17,-12%,5,18%,2%,1%,0%,8%,19%
CC(C)=C(NC(=O)c1ccccc1Br)C(=O)NCCc1nc2ccccc2[nH]1,8,-6%,4,-11%,-12%,0%,-32%[inhibitor],-1%,-1%
CCOC(=O)c1nn(-c2ccc(C)cc2)cc1O,1,-27%,4,2%,-18%,-14%,-33%[inhibitor][57.5 µM],-13%,-10%
CCOC(=O)c1c(SCCN2CCCCC2)n(-c2ccccc2)c(=S)n(-c2ccccc2)c1=O,8,1%,-5,-12%,8%,6%,-30%,0%,8%
CCOC(=O)c1ccc(S(=O)(=O)N2CCN(CC3CC=CCC3)CC2)cc1 (stereo not given),-5,3%,-1,?,4%,7%,?,4%,16%
COc1cc(/C=N/NC(=O)c2ccccc2O)ccc1OCC(=O)Nc1ccccc1,0,-13%,6,-10%,-14%,-16%,i,2%,?
Cc1ccc(C)c(-c2csc(-c3c(N)c(C(=O)c4ccc5c(c4)OCO5)n4ccccc34)n2)c1,.,13%,-7,.,13%,0%,i,.,14%
CCOc1ccc(Cn2c3ccc(OC)cc3c3nc4ccccc4nc32)cc1OC,4,3%,3,-35%,1%,-1%,-3%,0%,28%
COc1c(Cl)cc(-c2noc(C)c2C(=O)NC(C)C)cc1Cl,8,-6%,1,-6%,-23%,-1%,i,14%,?
CCc1ccc(NC(=O)c2c(Cl)nc(C)c(Cl)c2C)cc1,10,4µM*,8,?,-5%,-9%,-19%,8%,?
Cc1ccc(S(=O)(=O)CC(O)COc2ccc(F)cc2Cl)cc1 (stereo not given),-64*,-11%,-9,?,-10%,1%,-19%,9%,-11%
COc1ccc2[nH]c(=O)c(CNC3CCCCC3)cc2c1,0,-4%,-17,-19%,-21%,-8%,i,7%,-17%
O=S(=O)(Nn1cnnc1)c1ccc2ccccc2c1,-4,12%,0,1%,-3%,2%,i,5%,-8%
c1ccc(CCNc2nc(-c3ccccn3)nc3ccccc23)cc1,-70*,?,-26,-3%,?,1%,-14%,12%,-12%[1.82 µM]
CCN(CC)S(=O)(=O)c1ccc(N2CCCCC2)c(NC(=O)C2CSC3(C)CCC(=O)N23)c1 (stereo not given),9,?,2,-10%,-10%,4%,-40%[inhibitor],14%,18%
COc1ccc(CNC(=O)C2CC(C)=CCC2C(=O)O)cc1 (stereo not given),2,-16%,9,?,8%,0%,i,-4%,9%
COc1ccc(CC(=O)N2N=C(c3ccncc3)CC2(O)C(F)(F)F)cc1 (stereo not given),23,?,-2,5.2µM*,?,5%,-18%,22%,12%
Cc1[nH]n(-c2ccccc2)c(=O)c1N=Nc1ccccc1C(=O)N1CCCCC1,23,6%,14,?,0%,4%,i,-2%,20%

# Record cards, from the list above.
# `CCCc1nnc(NC(=O)CCC(=O)N2CCN(Cc3cc(F)ccc3OC)CC2)s1` reads DRD3 antagonist = 17; GLP1R inv ag = -12%; DRD3 agonist = 5; KB-V1 MDR tox = 18%; HEK293 tox = 2%; aSyn rescue = 1%; PTHR1 agonist = 0%; GLP-1R agonist = 8%; TDP43 rescue = 19%
# `CCOC(=O)c1nn(-c2ccc(C)cc2)cc1O` reads DRD3 antagonist = 1; GLP1R inv ag = -27%; DRD3 agonist = 4; KB-V1 MDR tox = 2%; HEK293 tox = -18%; aSyn rescue = -14%; PTHR1 agonist = -33%[inhibitor][57.5 µM]; GLP-1R agonist = -13%; TDP43 rescue = -10%

# Quoted at random: 3 entries already listed.
SMILES,DRD3 antagonist,GLP1R inv ag,DRD3 agonist,KB-V1 MDR tox,HEK293 tox,aSyn rescue,PTHR1 agonist,GLP-1R agonist,TDP43 rescue
COc1ccc(-c2coc3cc(O)c(OC)cc3c2=O)cc1,0,2%,-6,-3%,-6%,-6%,-26%,2%,-23%
Cc1ccc(C)c(-c2csc(-c3c(N)c(C(=O)c4ccc5c(c4)OCO5)n4ccccc34)n2)c1,.,13%,-7,.,13%,0%,i,.,14%
c1ccc(CCNc2nc(-c3ccccn3)nc3ccccc23)cc1,-70*,?,-26,-3%,?,1%,-14%,12%,-12%[1.82 µM]

# Compound activity from PubChem.

# Some of the compounds tested (hit frequency here may not be typical).
